From PubChem
FN deposition inh: fibronectin deposition inhibition. AH1F fibroblasts, Alexa488-fibronectin deposition fluorescence, overnight. 350,000 tested, 0.086% active. inhibition, % at 12.6 µM;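 active means mean inhibition across replicates of 30% or more, regardless of how many single replicates reach that level; inconclusive means mean under 30% yet at least half of replicates reach 30%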;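 further: positive control wells lacked labelled fibronectin entirely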
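Material: AH1F fibroblasts assembling fluorescent fibronectin matrix; amount: 10000 AH1F cells/well; medium: DMEM, 2% serum; reagent: Alexa488-fibronectin, 24 nM final in well; dosing: single compound dose, delivered by pin transfer; incubation: 1 h adhesion, overnight exposure; detection: fluorescence after three HBSS washes, excitation 485 nm, emission 525 nm; measure: fibronectin deposition inhibition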
Casp6 inh: caspase-6 (human) enzyme inhibition; inhibition, % at 12.5 µM; P55212; 350,000 tested, 0.53% active; purified caspase-6, Z-VEID-R110 cleavage fluorescence; AID 686996;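 active means mean inhibition across replicates at least about 35%, with every replicate also reaching that limit, limit read from the data; inconclusive means only one of the two criteria met; inactive means neither criterion met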;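 further: 0% = median of neutral control wells and 100% = no fluorescence left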
Target sequence (P55212 24-179 limits assumed): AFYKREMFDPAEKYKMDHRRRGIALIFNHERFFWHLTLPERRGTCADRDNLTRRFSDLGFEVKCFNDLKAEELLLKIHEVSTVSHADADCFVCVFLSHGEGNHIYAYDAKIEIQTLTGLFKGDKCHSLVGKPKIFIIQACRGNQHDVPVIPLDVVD
Target sequence (P55212 194-293 limits assumed): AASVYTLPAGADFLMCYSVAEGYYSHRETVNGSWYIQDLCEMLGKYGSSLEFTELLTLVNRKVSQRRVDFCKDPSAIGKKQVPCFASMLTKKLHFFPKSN
PAX8 reporter: lowers PAX8-driven luciferase in RMG-I cells; RMG-I TPO-luciferase reporter, SteadyGlo, 24 h; 360,000 tested, 1.2% active; inhibition, % at 12.6 µM;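 active means mean replicate inhibition at least 60% with every replicate also reaching 60%; inconclusive means only one of the two criteria is met; inactive means mean below 60% and not all replicates reaching 60%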;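 further: luciferase light reporting Pax8 driven TPO promoter activity; plate controls were median of neutral control wells for no effect and mitoxantrone controls for full effect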
EWS-Fli inh: EWS/Fli transcriptional activity inhibition; A673 NR0B1-luciferase reporter, viability-normalised; inhibition, % at 12.6 µM; 350,000 tested, 0.67% active;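 active means mean inhibition of at least 50% after viability correction, with every replicate also passing that limit; inconclusive means mean reaches 50% but only one of two replicates passes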;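 further: firefly luciferase signal divided by Alamar Blue viability fluorescence both relative to DMSO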
PGC1a acetyl inh: modulators of PGC1a acetylation | U2OS PGC1a acetylation, AlphaScreen anti-acetyl-lysine; with virally co-expressed GCN5 acetyltransferase | inhibition, % at 15.6 µM | 350,000 tested, 0.17% active | AID 651687;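 active means every replicate shows inhibition of at least 40%; inconclusive means mean inhibition at least 40% but some replicate below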;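 further: 0% = neutral control wells and 100% = positive control wells; some results beyond the cut were filed as inactive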
Cneo AK release: Cryptococcus neoformans lysis via adenylate kinase release | AID 651654 | lysis activity, % at 15 µM | C. neoformans lysis, adenylate kinase release luminescence, 4 h; normalised: neutral wells 0, clomiphene wells 100 | 360,000 tested, 0.2% active;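 active means mean lysis activity across replicates of at least 80%, whatever share of replicates individually reach that level; inactive means mean lysis activity below 80%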
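Assay system: C. neoformans cells. Amount: yeast cell density of 5 × 10^6 cells/mL. Technique: AK luminescence. Buffer or medium: YPD. Times: static 4 h at 37 °C with compound, 1 h detection. Dosing: single-point compound dose. Read-out: lysis from increased AK signal.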
miR-122 sensor: inhibitors of miR-122 in Huh7 cells | Huh7 miR-122 Renilla luciferase sensor, 48 h; neutral wells = 0, positive control = 100 | activation (reporter increase), % at 12.5 µM | 340,000 tested, 0.3% active;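 active means mean replicate activation score at least 90 and every replicate individually at or above 90; inconclusive means only one of the two criteria met; inactive means neither criterion met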;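 further: higher luciferase means less miR-122 activity so hits act as miR-122 inhibitors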
LGR2 inh: Drosophila LGR2 receptor signaling inhibition. HEK293 LGR2, CRE-luciferase, bursicon-stimulated, 4 h. inhibition, % at 9.99 µM. 380,000 tested, 0.35% active. AID 720647;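 active means drop in luminescence signal, shown as inhibition above about 50% in the replicate tests, limit read from the data, passing the limit was not always enough; inconclusive means probably only some replicates passing the limit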;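 further: agonist challenge used bursicon conditioned medium at about half maximal strength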
* = called active by the depositor; ? = inconclusive; · = not tested or not shown; [ ] = another dose, or the depositor's remark. Rows were taken by chance; any-hit rate near 2.5%.

Value order – FN deposition inh, Casp6 inh, PAX8 reporter, EWS-Fli inh, PGC1a acetyl inh, Cneo AK release, miR-122 sensor, LGR2 inh
- C[C@@H]1CN([C@@H](C)CO)C(=O)Cc2cc(NS(=O)(=O)c3cn(C)cn3)ccc2O[C@@H]1CN(C)C(=O)Nc1cccc2ccccc12
→ ·, 3, 10, -2, 0, -1, 8[16.7 µM], 0
- COc1cccc(C2CC(c3ccccc3Cl)Nc3ncnn32)c1 (configuration not stated)
→ ·, ·, -7, ·, 0, 8, -3, ·
- COc1ccc(-c2nc(-c3cccnc3)no2)cc1
→ -5, 2, -145, -39, -6, ·, ·, -3
- COc1cc(-c2csc(CCn3nc(C)cc3C)n2)cc(OC)c1OC
→ -4, 1, -8, -4, ·, ·, ·, 0
- O=C(c1ccc(F)cc1)c1ccc(CN2C(=O)c3ccccc3C2=O)o1
→ -20, 2, -10, -3, ·, ·, ·, -1
- CCCCCCCCN1C(=O)[C@H](CC(=O)NCCC(C)C)C[C@@]2(C(=O)OC)CC(C)(C)CC=C12
→ 10, -2, -14, 8, ·, ·, ·, 4
- COc1ccc(NS(=O)(=O)c2cc(C(=O)O)ccc2C)cc1
→ ·, 2, ·, 0, -6, 3, 9, 18
- C[C@@H]1CN([C@H](C)CO)C(=O)c2cc(NC(=O)CCCCCC(=O)Nc3ccccc3N)ccc2O[C@@H]1CN(C)C(=O)Nc1ccc(F)cc1
→ ·, 0, -7, -2, 4, ·, ·, -6
- C[C@@H](O)C#Cc1ccc2c(c1)O[C@@H](CN(C)C(=O)c1ccncc1)[C@@H](C)CN([C@@H](C)CO)S2(=O)=O
→ 7, -3, -15, 2, 15, -2, -3[16.7 µM], -4
- C[C@@H]1CN([C@H](C)CO)C(=O)c2cc(NC(=O)Cc3ccccc3)ccc2O[C@@H](C)CCCCO[C@@H]1CN(C)S(=O)(=O)c1ccccc1
→ -3, -2, 4, -1, -3, -3, 37[16.7 µM], 17
- Oc1ccc(/C=C/c2nc(-c3ccccc3O)n(-c3ccccc3)n2)cc1
→ -5, ·, ·, ·, -19, -2, 28, ·
- COc1ccc(NC(=O)N(C)C[C@@H]2Oc3cc(-c4ccncc4)ccc3S(=O)(=O)N([C@H](C)CO)C[C@H]2C)cc1
→ 6, 1, ·, -3, 13, 6, 61[16.7 µM], -1
- C[C@@H]1CN(C(=O)c2nc3ccc(Cl)cn3c2CN2CCc3sccc3C2)C[C@H](C)O1
→ 9, 3, 18, 8, ·, -7, ·, 14
- Cc1noc(C)c1S(=O)(=O)N(C)C[C@@H]1Oc2ccc(NS(=O)(=O)c3cccs3)cc2CC(=O)N([C@H](C)CO)C[C@H]1C
→ ·, ·, -9, -8, 1, -1, 4[16.7 µM], -1
- N#CCOC(=O)c1c2c(nc3ccccc13)CCC2
→ 7, 3, 10, 2, 0, 1, -6, -14

(listing goes on)
Value order – FN deposition inh, Casp6 inh, PAX8 reporter, EWS-Fli inh, PGC1a acetyl inh, Cneo AK release, miR-122 sensor, LGR2 inh
- OC(c1ccc(Cl)c(F)c1)c1ncc(-c2ccccc2F)[nH]1 (configuration not stated)
→ -8, 4, -9, -14, ·, -2, ?, -4
- CC(C)c1ccc(C(C(=O)NC2CCCCC2)N(C(=O)c2csnn2)C2CC2)cc1 (configuration not stated)
→ -8, 0, 9, 9, -4, 0, 33, 7
- CC(C)(C)C(=O)Nc1cc2c3c(c1)CCN3C(=O)CC2
→ 5, 3, -7, ·, -1, 0, -3, -8
- C[C@@H](NC(=O)C[C@@H]1C[C@@H]2c3cc(NC(=O)NC4CCCC4)ccc3O[C@@H]2[C@@H](CO)O1)c1ccccc1
→ -12, 0, 11, 5, -2, 0, 4[16.7 µM], -3
- CC1(C)CC(CNCCC(c2ccc(F)cc2)c2ccco2)CCO1 (configuration not stated)
→ 0, -2, -6, 6, 2, -1, -5, 8
- Cn1cc(CN2CCC(n3nccc3NC(=O)CCCc3ccccc3)CC2)cn1
→ -2, -10, 11, ·, 3, -2, -2, 12
- O=C(C[C@H]1C[C@@H]2c3cc(NC(=O)Cc4ccncc4)ccc3O[C@@H]2[C@H](CO)O1)NCc1cccnc1
→ 0, -5, -54, 7, ·, 47, 29[16.7 µM], -11
- COc1ccc(NC(=O)N2C[C@@H](O)COC[C@H]3O[C@H](CC(=O)N4CCOCC4)CC[C@@H]32)cc1
→ -4, -1, -4, -8, 4, -4, 5[16.7 µM], 10
- CCOc1cccc(-c2nnc3sc(C4CCCCC4)nn23)c1
→ 1, ·, ·, ·, 19, 1, 0, ·
- O=C(COc1ccc([N+](=O)[O-])cc1)N(Cc1cccs1)C1CCS(=O)(=O)C1 (configuration not stated)
→ -10, 4, 11, 7, 5, -1, -1, 6
- O=C(CC1C(=O)NCCN1CC1CCCCC1)NCc1ccc(F)cc1F (configuration not stated)
→ -9, -5, 13, 0, 6, ·, 12, 18
- Cc1ccc2nc(SCC(=O)N3CCN(C(=O)c4ccco4)CC3)[nH]c2c1
→ 1, ·, -4, ·, ·, -1, 31, -3
- COc1ccccc1-c1nnc(NC(=O)c2ccc(S(=O)(=O)N(C)C)cc2)o1
→ ·, ·, ·, ·, -2, 2, 7, -24
- CCCC(=O)Nc1ccc2c(c1)OC[C@H](C)N(C(C)=O)C[C@H](C)[C@H](OC)CN(C)C2=O
→ -7, 0, -4, 1, ·, 13, 1[16.7 µM], 4
- Cn1c(SCC(=O)NC(C)(C)C)nnc1-c1cccc(NC(=O)c2ccccc2F)c1
→ -5, ·, 3, ·, -3, ·, -2, ·

The listing continues.
Value order – FN deposition inh, Casp6 inh, PAX8 reporter, EWS-Fli inh, PGC1a acetyl inh, Cneo AK release, miR-122 sensor, LGR2 inh
- N#CC(C(=O)C12CC3CC(CC(C3)C1)C2)c1nc2ccccc2[nH]1 (configuration not stated)
→ ·, ·, ·, ·, 2, -4, 7, 9
- CC(=O)N1CCC(C(=O)NC2CC(C)(C)Cc3c2cnn3-c2ccc(F)cc2)CC1 (configuration not stated)
→ -2, -2, -10, -1, 5, -1, -7, 11
- Cc1cc(NS(=O)(=O)c2ccc(NC(=O)CSc3nc4sc(C(=O)O)c(C)c4c(=O)[nH]3)cc2)no1
→ -2, 0, -1, 0, 1, 1, -2, 10
- O=C(CC(=O)Nc1ccc(Cl)c(Cl)c1)N/N=C/c1ccc(O)cc1
→ -16, ·, 4, ·, -10, 5, 0, -28
- O=C(Nn1c(O)c(C=C2N=c3ccccc3=N2)sc1=S)c1cccc(Cl)c1
→ 3, ·, ·, ·, 5, 1, ·, 11
- COc1ccc(S(=O)(=O)Nc2ccc(S(=O)(=O)Nc3nccs3)cc2)cc1
→ 3, 1, 8, 5, -8, 1, -11, -7
- COc1ccc(CCCNC(=O)CC#N)cc1OC
→ ·, ·, ·, ·, -2, -1, -5, 6
- COc1ccc(/C=C/C(=O)NC(=S)NCc2ccccc2)cc1OC
→ 1, 0, -12, 8, ·, ·, ·, -15
- COc1ccc2c3c([nH]c2c1)[C@H](CO)N(S(C)(=O)=O)CC31CCN(CC2CC2)CC1
→ ·, -10, -15, -27, ·, ·, ·, 8
- O=C(NCc1cccs1)c1ccccc1
→ 1, ·, ·, ·, 2, -1, -3, ·
- COc1ccc(NC(=O)COc2ccc(-n3cnnn3)cc2)cc1OC
→ 13, 2, 7, 12, -2, 1, -11, -18
- O=C1[C@H]2[C@@H](c3ccc(F)cc3)N3C(=O)N(c4ccccc4)C(=O)[C@@]3(Cc3ccccc3)[C@H]2C(=O)N1C1CCCCC1
→ -21, -3, 18, 6, ·, 2, ·, ·
- COc1ccc(-c2ccccc2[C@H]2[C@@H]3C=CC[C@@H](C)[C@@H]3C(=O)N2Cc2ccccc2)cc1
→ ·, 2, 7, 22, -36, 2, -9, 29
- COc1ccccc1NC(=S)NCCSc1ccc(C)cc1
→ -2, ·, 4, ·, -3, 16, 3, -20
- C/C=C/c1cnc2c(c1)C(=O)N([C@H](C)CO)C[C@@H](C)[C@H](CN(C)C(=O)C1CCCCC1)O2
→ ·, 3, ·, -9, 4, -1, -7[16.7 µM], -1

Next structures:
Value order – FN deposition inh, Casp6 inh, PAX8 reporter, EWS-Fli inh, PGC1a acetyl inh, Cneo AK release, miR-122 sensor, LGR2 inh
- Nc1cc(S(=O)(=O)Nc2ccc(Cl)cc2)ccc1N1CCOCC1
→ -2, 2, 11, 8, -6, -5, 39, 21
- Cc1cc2nc(-c3ccc[nH]c3=O)[nH]c2cc1C
→ -3, 1, 57, 62*, ·, -4, -1, 78*
- O=C(CN1CCN(C(=O)C2CC2)CC1)Nc1cc(C(F)(F)F)cc(C(F)(F)F)c1
→ 8, -4, 6, 6, 1, -1, -4, 5
- CC(/C=N\N1CCN(Cc2ccc(C)cc2)CC1)=C\c1ccccc1
→ -25, -1, -21, 5, 4, ·, ·, -33
- CC1CCN(C(=O)c2ccc(N3CCOCC3)c([N+](=O)[O-])c2)CC1
→ 0, 1, -2, 0, -6, 12, -11, -6
- CCN(CC)S(=O)(=O)c1ccc(N2CCCC2)c(NC(=O)Cc2cc(OC)c(OC)c(OC)c2)c1
→ -10, -4, 1, 1, ·, 0, 1, -3
- CCOc1ccc(C(c2nnnn2C(C)(C)C)N2CCN(C(=O)c3ccco3)CC2)cc1 (configuration not stated)
→ 9, 2, 6, 5, ·, -3, ·, -1
- CC1SCC(=O)N(CC(=O)NCc2ccccc2)C1=O (configuration not stated)
→ ·, -1, -2, -1, -2, -2, 5, 16
- CN1C(C(=O)NCc2cccc(Br)c2)CC2Cn3c(nc4cc(Cl)c(Cl)cc43)C21 (configuration not stated)
→ 3, -4, 21, 3, -8, 6, -4, -6
- C[C@@H]1CN([C@@H](C)CO)C(=O)c2cc(NC(=O)Nc3cccc4ccccc34)ccc2O[C@@H](C)CCCCO[C@@H]1CN(C)S(=O)(=O)c1cn(C)cn1
→ ·, 1, 11, 6, -14, -4, 2[16.7 µM], 1
- CO[C@@H](CN(C)C(=O)c1ccccc1F)[C@@H](C)CN([C@@H](C)CO)S(=O)(=O)c1ccc(C)cc1
→ 9, -2, ·, -7, -7, -13, ·, -14
- Cc1cc(C)c(C#N)c(SCC(=O)C2CC2)n1
→ 4, 7, -9, -36, 9, -2, -4, -13
